Screens as filed in PubChem BioAssay.
MsrA inhibitor: bovine MsrA inhibition | purified bovine MsrA, absorbance read-out | inhibition, % at 15.5 µM | 360,000 compounds, 0.75% hits | AID 651718; in the data active = inhibition above about 4.5%;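 also: 0% = vehicle wells with enzyme and 100% = reference inhibitor wells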
Scp1 inh: Scp-1 (human) phosphatase inhibition | Q9GZU7 | Recombinant Scp1, phosphopeptide, malachite green phosphate absorbance | inhibition, % at 20 µM | 340,000 compounds, 0.88% hits | AID 493091;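 active = inhibition above about 50% at 20 µM, limit read from the data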;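 also: plate controls were DMSO wells with enzyme for no effect and wells lacking enzyme for full effect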
Target sequence (Q9GZU7 76-261 limits assumed): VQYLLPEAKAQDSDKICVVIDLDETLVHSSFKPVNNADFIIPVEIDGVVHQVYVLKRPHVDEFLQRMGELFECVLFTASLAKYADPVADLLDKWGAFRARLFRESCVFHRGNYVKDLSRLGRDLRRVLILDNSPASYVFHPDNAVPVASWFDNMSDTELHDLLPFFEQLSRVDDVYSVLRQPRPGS
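Material – SCP-1 phosphatase catalytic domain, residues 76-261 · Buffer or medium – Acidic Tris acetate buffer with magnesium and detergent · Also added – Phospho 17-mer peptide substrate · Compound – single 20 µM dose, 1% DMSO · Times – 45 min room-temperature reaction, 5 min colour, 30 min stabiliser · Technique – Phosphate-binding colour reagent, absorbance read at 630 nm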
DNMT1 inh: blocks human DNA methyltransferase DNMT1; DNMT1 molecular beacon, Hinp1I cleavage, fluorescence; inhibition (reported as % activation of signal), % at 10 µM; P26358; 360,000 compounds, 0.83% hits; in the data active = inhibition above about 50%
eLon inh: inhibitors of E. coli Lon protease. purified E. coli Lon protease, fluorescence polarization. 360,000 compounds, 0.42% hits. P0A9M0. inhibition, % at 7.94 µM. AID 602123; in the data active = inhibition above about 13%, passing the limit was not always enough;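 also: 0% = enzyme with probe and DMSO and 100% = no enzyme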
STEP block: STEP (human) phosphatase inhibition; P54829; recombinant STEP, OMFP fluorogenic substrate, fluorescence; inhibition, % at 20 µM; 360,000 compounds, 0.25% hits; AID 588621;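 active = inhibition at 20 µM, scaled per plate between control wells, above about 37%, limit read from the data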;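 also: 0% = DMSO with enzyme and substrate and 100% = substrate only without enzyme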
Target sequence (P54829 whole entry, looked up): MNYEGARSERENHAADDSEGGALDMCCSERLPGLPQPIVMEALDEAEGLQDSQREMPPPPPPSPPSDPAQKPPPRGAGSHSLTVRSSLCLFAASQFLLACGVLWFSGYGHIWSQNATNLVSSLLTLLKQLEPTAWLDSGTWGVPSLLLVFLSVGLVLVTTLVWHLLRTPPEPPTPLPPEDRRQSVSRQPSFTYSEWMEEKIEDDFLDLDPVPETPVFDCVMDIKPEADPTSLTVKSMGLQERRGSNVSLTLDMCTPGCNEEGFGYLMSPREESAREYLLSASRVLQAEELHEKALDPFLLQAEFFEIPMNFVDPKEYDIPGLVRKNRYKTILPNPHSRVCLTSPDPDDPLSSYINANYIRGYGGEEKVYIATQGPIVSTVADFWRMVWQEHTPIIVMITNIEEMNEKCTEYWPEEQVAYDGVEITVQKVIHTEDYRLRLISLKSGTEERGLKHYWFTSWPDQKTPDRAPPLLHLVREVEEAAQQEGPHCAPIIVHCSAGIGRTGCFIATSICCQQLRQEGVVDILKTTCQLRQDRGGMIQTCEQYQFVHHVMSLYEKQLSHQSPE
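System: STEP phosphatase, cell-free reaction; Buffer or medium: Bis-Tris pH 6.0 buffer with DTT, detergent; Incubation: 20 min at room temperature, dark; Measured by: fluorescence, 480/540 nm.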
CendR NRP1 mod: alters CendR peptide binding to human NRP-1; O14786; FAM-RPARPAR peptide binding to NRP-1, fluorescence polarization; inhibition, % at 25 µM; 360,000 compounds, 0.85% hits;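 active = inhibition or corrected inhibition above about 18%, plus a signal ratio from 0.5 to 1.5, limit read from the data, passing the limit was not always enough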; also: strong numbers were not always called active
TbMetRS inhib: Trypanosoma brucei MetRS inhibition | purified T. brucei MetRS, ATP depletion, Kinase-Glo luminescence | 360,000 compounds, 0.4% hits | inhibition, % at 11.9 µM;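 active = inhibition above a per-plate cutoff of the control wells' mean inhibition plus 3 SD, cut at about 5.5% in these data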;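 also: 0% = DMSO wells median and 100% = median of wells with control inhibitor compound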
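System: purified T. brucei MetRS enzyme / Detection: Kinase-Glo luciferase luminescence reporting remaining unconsumed ATP / Medium: HEPES buffer with MgCl2, KCl, DTT, spermine, BSA, pyrophosphatase / Replication: singlicate, one well per compound / Evaluation: percent inhibition relative to median high and low control wells / Schedule: 2 h aminoacylation at 25 °C after 15 min preincubation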
SUMO1 PPI mod: alters human SUMO1 binding to SIM partners | 360,000 compounds, 0.33% hits | SUMO1 binding to a labelled peptide, TR-FRET, 1 h | inhibition, % at 20 µM | AID 602429; in the data active = inhibition above about 37%
Target sequence (P63165 whole entry, looked up): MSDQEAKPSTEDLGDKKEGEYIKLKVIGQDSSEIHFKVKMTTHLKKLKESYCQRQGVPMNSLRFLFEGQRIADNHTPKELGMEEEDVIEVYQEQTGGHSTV
bovine MsrA act: activates bovine MsrA enzyme. activation, % at 10.6 µM. 360,000 compounds, 0.3% hits. purified bovine MsrA, absorbance read-out. AID 602163; in the data active = activation above about 7.5%;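 also: 0% = vehicle and 100% = reference activator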
LMPTP inh: LMPTP (human) inhibition | recombinant LMPTP-A, OMFP fluorogenic substrate, fluorescence intensity | 360,000 compounds, 0.22% hits | inhibition, % at 20 µM;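 active = compounds that cut the enzyme signal by at least half of the control window in the single-dose screen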;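 also: plate controls were DMSO wells with enzyme plus substrate for no effect and substrate without enzyme for full effect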
Target sequence (P24666 whole entry, looked up): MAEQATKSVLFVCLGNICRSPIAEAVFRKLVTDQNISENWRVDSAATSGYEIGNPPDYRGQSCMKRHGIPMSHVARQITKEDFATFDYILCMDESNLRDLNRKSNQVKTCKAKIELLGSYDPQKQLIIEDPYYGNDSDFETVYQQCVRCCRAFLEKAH
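Assay system: LMPTP-A enzyme. Input: 0.625 nM LMPTP-A final. Probe or stimulus: 400 µM OMFP. Compound dosing: single 20 µM dose. Schedule: 50 min dark incubation at room temperature. Detection: fluorescence intensity of OMFP turnover product. Read-out: percent inhibition versus substrate-only and uninhibited controls. Benchmarks: no-enzyme low control, uninhibited high control.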
Numbers without * were called inactive; . = no result given. Rows are unselected (roughly 4.3% active in at least one column).

bovine MsrA act,TbMetRS inhib,STEP block,MsrA inhibitor,DNMT1 inh,LMPTP inh,Scp1 inh,SUMO1 PPI mod,CendR NRP1 mod,eLon inh,SMILES
-3,1.2,1,-1.4,3,-1.5,-1,1,4,0,O=C(NCCc1ccccc1)C1CCC(=O)N(CCCN2CCCC2=O)C1 (stereo unspecified)
-4,-0.9,-8,-0.1,3,-0.1,-3,-6,2,-5,O=C1c2ccccc2C(=O)N1CCc1ccccn1
-3,-0.2,3,0.1,0,0.4,2,1,-10,0,O=C(CN1C(=O)CC(c2ccccc2)S(=O)(=O)c2ccccc21)N1CCCC1 (stereo unspecified)
-4,0.0,6,2.9,-4,2.0,89*,14,-33,-4,CCOC(=O)c1cc(C#N)c(SCC(=O)c2cc(C#N)c(SC)nc2C)[nH]c1=O
-1,-0.1,2,-0.6,-1,-0.4,-3,-6,0,-6,CCOC(=O)C1CCN(C(=O)C(C)c2ccc([N+](=O)[O-])cc2)CC1 (stereo unspecified)
-13,-0.5,2,0.4,1,-1.4,-3,-4,-3,5,Cc1ccnc(NC(=O)CCC(=O)N(CC(=O)NC2CCCCC2)c2ccc3c(c2)OCO3)c1
-2,-0.7,-1,-0.3,0,-1.6,-6,0,4,2,CC(C)c1ccc(NC2CCCN(C(=O)c3ccnc(Cl)c3)C2)cc1 (stereo unspecified)
0,-0.4,-1,-0.5,0,-0.1,-4,3,13,1,COc1cc(C(=O)Nc2ccc3c(c2)ncn3C)cc(OC)c1OC
-4,-0.3,2,-0.1,0,-1.1,.,0,0,5,COc1ccc(S(=O)(=O)NC(=O)C2(C)CCN2C(=O)C2(c3ccccc3)CC2)cc1 (stereo unspecified)
-1,-0.4,.,-1.2,.,4.6,.,-3,3,-3,CCCCC[C@H](C)N1C[C@@H](COCc2ccccc2)Oc2cc(N3CCC[C@@H]3COC)ccc2S1(=O)=O
-6,-0.8,-2,-0.5,0,-0.6,-1,-9,0,-2,Cc1ccc([N+](=O)[O-])cc1NC1OC(CO)C(O)C1O (stereo unspecified)
1,0.0,-3,0.9,0,-1.1,-4,-2,6,-2,CCN(CC)C(=O)/C(=C/c1ccc(F)cc1)NC(C)=O
-3,0.0,2,-0.2,0,-1.4,-9,-10,3,2,O=C(Cc1ccc([N+](=O)[O-])cc1)Nc1ccc(O)cc1C(=O)O
-2,0.1,1,0.5,0,-1.3,-5,2,12,2,CC(=O)c1ccc(S(=O)(=O)N2CCN(C(=O)CN3C(=O)NC4(CCCC4)C3=O)CC2)cc1
-3,-0.5,-3,0.3,1,-0.3,-7,2,9,-3,Cc1cc(F)ccc1S(=O)(=O)Nc1ccc(C(=O)N2CCCCC2)cc1
-2,0.1,-1,0.3,0,-9.4,-4,-20,-2,4,CCCCn1c(SCC(=O)Nc2oc(C)c3c(C)n[nH]c(=O)c23)nc2cc(S(N)(=O)=O)ccc21
-9,-0.8,2,-0.4,5,0.1,-4,-12,1,10,O=C(NNC(=O)c1cccc2ccccc12)c1ccccc1O
-5,-0.5,3,0.7,2,0.0,-8,1,-4,-9,CCN(CC(=O)NCc1cccs1)C(=O)c1ccc(S(=O)(=O)Nc2ccccc2Cl)cc1
-9,-1.5,-2,1.0,11,1.2,0,7,-44,-19,CC1=CN2C(=N)/C(=C/c3ccc(Sc4ccc(Cl)cc4)o3)C(=O)N=C2S1
-1,-0.5,-2,-1.0,-4,-8.6,-10,-25,-10,-3,CC(Oc1ccc(Br)cc1)C(=O)NCC1(N2CCCCC2)CCCCC1 (stereo unspecified)
0,-0.4,1,0.7,-30,0.9,-23,3,-6,12,O=C1C(CSCc2ccccc2)NC(=S)N1c1ccccc1 (stereo unspecified)
-1,-0.5,1,-0.8,-1,-0.3,-8,9,1,-2,CC(=O)Nc1ccc(S(=O)(=O)NCCC(=O)Nc2cccc(Cl)c2)cc1
-2,0.2,1,-0.2,-6,-1.7,-10,-5,0,-8,CN(C)c1ccc(C(c2ccc(N(C)C)cc2)C(O)c2ccccc2)cc1 (stereo unspecified)
-8,-0.2,-1,1.9,-1,0.3,2,-10,-7,-4,CC(=O)O[C@@H]1[C@@H](OC(C)=O)[C@H](n2ccc3cc([N+](=O)[O-])ccc32)OC[C@@H]1OC(C)=O
-13,-1.1,-2,-1.6,2,1.4,-2,1,4,0,Cc1cc(C)c(S(C)(=O)=O)c(Oc2cccc(C(F)(F)F)c2)n1
-1,-0.1,2,1.5,-6,2.8,-6,-1,-12,-4,CCN1CCN(c2cc(C)c3cc(NC(=O)c4ccc(Br)o4)ccc3n2)CC1
-1,0.1,-2,0.0,-5,-1.1,1,3,-16,-6,COc1cccc(-n2nnnc2SCC(=O)Nc2cccc(NC(C)=O)c2)c1
-1,0.1,2,0.6,2,-0.9,-5,0,-9,-3,O=Cc1cn(CC(=O)N2CCCCC2)c2ccccc12
-2,-0.3,2,-1.7,-3,-2.2,45,4,3,-6,O=C(NCCOc1ccccc1)c1ncn[nH]1
-2,0.0,-1,-1.0,0,-0.8,-7,6,3,-2,COc1ccc2[nH]cc(C3N4CC5(C)CN3CC(C)(C4)C5=O)c2c1 (stereo unspecified)
-2,0.4,2,-0.4,-8,2.6,-14,1,-2,-1,O=[N+]([O-])c1cc(-c2cnc3ccccc3n2)ccc1Oc1ccc(Cl)cc1
-5,-0.3,9,-0.6,0,-3.0,-9,-17,-8,-1,O=C(NN1C(=O)c2ccccc2C1=O)c1ccc2c(c1)C(=O)N(CC1CCCO1)C2=O (stereo unspecified)
-4,-0.7,-3,-0.3,0,-1.2,-11,1,-9,-1,COC(=O)C(C(=O)OC)C(C[N+](=O)[O-])c1ccc(OC)c(OC)c1 (stereo unspecified)
-1,-0.4,3,0.8,-6,4.2,-3,-3,-12,7,COC(=O)c1c(NC(=O)CN2CCOCC2)sc2c1CCC(C)C2 (stereo unspecified)
-4,-0.2,1,0.4,3,0.5,-13,-1,-11,2,O=C(NC(=S)NNC(=O)c1cnccn1)c1ccc(F)cc1
-4,-1.1,-4,0.0,-5,3.0,-5,-1,24*,7,NS(=O)(=O)c1cccnc1Nc1cccc(Cl)c1Cl
-7,-1.1,-4,1.0,2,-3.8,4,-2,-5,-2,C=CCNC(=O)C1CCC(=O)N1S(=O)(=O)c1ccc(C)cc1 (stereo unspecified)
-9,0.0,-1,0.0,3,0.4,0,-1,2,4,CC(C)C(=O)Nc1ccc(C(=O)NNC(=O)C(c2ccccc2)c2ccccc2)cc1
5,0.5,-1,3.1,-3,0.2,3,-3,2,0,COc1ccccc1/C=C/C=N/n1c(COc2ccccc2)n[nH]c1=S
-12,-1.4,-6,-0.9,1,0.8,6,1,-4,-1,CCc1cc2c(-n3nc(C)cc3C)ncnc2s1
-6,-0.3,2,0.0,2,0.8,0,9,5,-5,COc1ccc(CCN2CCCn3c2nc2c3c(=O)n(Cc3ccccc3F)c(=O)n2C)cc1OC
-1,0.2,-1,-0.6,9,-1.1,4,0,1,-1,COC(=O)[C@H](Cc1ccc(O)cc1)NC(=O)Cn1cnc(C(=O)Nc2ccc(C)c(C)c2)n1
1,0.1,2,0.1,0,-1.9,1,1,-3,6,O=C(O)CSCc1c(F)cccc1Cl
-2,-0.3,0,-0.3,1,-1.2,-5,-1,2,2,Cc1ccc(NC(=O)C2CCCN(c3ncccn3)C2)c(C)c1 (stereo unspecified)
-2,0.6,1,-1.6,1,-2.0,-12,1,-2,-7,CS(=O)(=O)N(CC(=O)N1CCCC1)c1cccc(F)c1
-3,-0.2,-2,-0.1,0,-2.0,-1,-1,-17,11,Cc1cccnc1NC(=O)CSc1nnc(COc2ccc(C(C)C)cc2)n1C
-6,-0.2,2,2.3,-9,0.5,-5,0,2,4,O=C(Cc1ccc(-c2ccccc2)cc1)NCc1cccnc1
2,-0.1,2,-0.3,-5,-0.9,-7,7,-8,0,O=C(COc1ccc(Cl)cc1Cl)NNC(=S)NC(=O)c1ccco1

5 of the entries above in order of the eLon inh value, ascending:
molecule | bovine MsrA act | TbMetRS inhib | STEP block | MsrA inhibitor | DNMT1 inh | LMPTP inh | Scp1 inh | SUMO1 PPI mod | CendR NRP1 mod | eLon inh
CS(=O)(=O)N(CC(=O)N1CCCC1)c1cccc(F)c1 | -2 | 0.6 | 1 | -1.6 | 1 | -2.0 | -12 | 1 | -2 | -7
COc1ccc(CCN2CCCn3c2nc2c3c(=O)n(Cc3ccccc3F)c(=O)n2C)cc1OC | -6 | -0.3 | 2 | 0.0 | 2 | 0.8 | 0 | 9 | 5 | -5
Cc1ccc(NC(=O)C2CCCN(c3ncccn3)C2)c(C)c1 (stereo unspecified) | -2 | -0.3 | 0 | -0.3 | 1 | -1.2 | -5 | -1 | 2 | 2
O=C(Cc1ccc(-c2ccccc2)cc1)NCc1cccnc1 | -6 | -0.2 | 2 | 2.3 | -9 | 0.5 | -5 | 0 | 2 | 4
O=C(O)CSCc1c(F)cccc1Cl | 1 | 0.1 | 2 | 0.1 | 0 | -1.9 | 1 | 1 | -3 | 6

More results.
bovine MsrA act,TbMetRS inhib,STEP block,MsrA inhibitor,DNMT1 inh,LMPTP inh,Scp1 inh,SUMO1 PPI mod,CendR NRP1 mod,eLon inh,SMILES
-2,-0.1,3,-1.2,-8,4.5,-18,5,-4,-6,COc1ccc(NC(=O)COc2ccc(N(C)S(=O)(=O)c3ccc(Cl)cc3)cc2)cc1
-2,0.2,3,1.1,-12,1.1,-14,6,0,-1,O=C(NC(=S)Nc1cccc(NC(=O)c2ccccc2Cl)c1)c1cccs1
0,0.4,4,0.7,-12,-1.2,1,16,6,12,COc1ccc(CCNC(=O)C2CCN(S(=O)(=O)c3ccc4nc5c(c(C(=O)O)c4c3)CCCC5)CC2)cc1OC
-2,-0.3,-1,-0.4,1,-0.6,2,3,-4,0,CCc1ccc(C(=O)NNC(=O)c2cccc(N3C(=O)CCC3=O)c2)cc1
-4,-0.8,-2,0.4,3,0.0,1,4,3,-11,O=C(Cc1ccccc1)N1O[C@H]2C=C[C@@H]1CC2
-2,-0.9,2,-0.7,2,2.7,-3,2,7,0,Cc1ccccc1OCCSc1nc(N(C)C)nc(N(C)C)n1
-4,-0.7,0,0.3,4,-1.1,-4,-2,9,-3,CCOC(=O)C1CCCN(C(=O)CCc2ccccc2)C1 (stereo unspecified)
-1,-0.2,2,0.6,0,-0.2,-10,3,4,-7,CCOC(=O)C1CCN(C(=O)C2CCCN2S(=O)(=O)c2ccc(Cl)cc2)CC1 (stereo unspecified)
-5,0.0,3,-0.8,4,-1.6,-3,-1,5,-5,O=C(CSc1nnc(-c2ccco2)n1-c1ccccc1)NCc1ccc2c(c1)OCO2
